# FN deposition inh: fibronectin deposition inhibition | hit rate 0.086% among 350,000 | inhibition, % at 12.6 µM | AH1F fibroblasts, Alexa488-fibronectin deposition fluorescence, overnight;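 active means mean inhibition across replicates of 30% or more, regardless of how many single replicates reach that level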;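 further: positive control wells lacked labelled fibronectin entirely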
#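 material = AH1F fibroblast monolayer depositing Alexa488-labelled fibronectin into matrix | amount = 10000 AH1F cells/well | buffer or medium = DMEM plus 2% serum, read in PBS | incubation = 1 h cell adhesion before compound, then overnight fibronectin incubation | detection = fluorescence at 485 nm excitation, 525 nm emission | evaluation = percent inhibition as loss of matrix-bound fibronectin fluorescence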
# XiGFP reactiv: activators of X-chromosome reactivation in mouse fibroblasts; XiGFP mouse fibroblasts, % GFP-positive cells imaging, 3 d; cells co-treated with 5-aza-dC sensitizer; scaled so ellipticine positive control = 100%; activation, % at 7.58 µM; hit rate 0.055% among 360,000;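 active means mean normalized replicate activation at least 10% and every replicate at or above 10%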;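 further: 0% = median of on-plate neutral control wells and 100% = ellipticine 6 µM median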
#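 material = 68-5-11 XiGFP fibroblast line | medium = DMEM plus 5-aza-dC sensitizer | schedule = 3 days compound exposure | benchmarks = positive control ellipticine, 6 µM final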
# S100A4 MyoIIA: S100A4-myosin IIA interaction inhibition; hit rate 0.14% among 360,000; inhibition, % at 10.7 µM; S100A4/TAMRA-MyoIIA peptide fluorescence polarization; P26447;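 active means mean inhibition of at least 70% across replicates, with every replicate also reaching that level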
# Target sequence (P26447 whole entry, looked up): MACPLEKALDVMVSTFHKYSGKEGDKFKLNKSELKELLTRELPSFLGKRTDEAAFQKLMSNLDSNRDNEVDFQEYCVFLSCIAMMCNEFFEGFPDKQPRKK
#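 assay system = human S100A4 monomer with TAMRA-labelled myosin IIA peptide | also added = labelled myosin peptide probe, 5 nM | incubation = 5 min between mix addition and reading | control set = DMSO and TFP controls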
# EWS-Fli inh: blocks EWS/Fli oncoprotein-driven transcription. A673 NR0B1-luciferase reporter, viability-normalised. hit rate 0.67% among 350,000. inhibition, % at 12.6 µM. AID 651661;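 active means mean inhibition of at least 50% after viability correction, with every replicate also passing that limit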;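 further: firefly luciferase signal divided by Alamar Blue viability fluorescence both relative to DMSO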
# esBAF inh: blocks esBAF chromatin remodeling in mouse ES cells; hit rate 2% among 350,000; Bmi1-luciferase knock-in reporter, 24 h; 100% = twice the neutral-well signal; AID 602393; reporter increase, % at 12.5 µM; in the data active means activation above about 40%;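 further: 0% = median of the plate's neutral control wells and 100% = double that signal; a rise in the Bmi1 reporter signal indicates esBAF inhibition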
# RAD54 branch: inhibitors of human RAD54 branch migration; inhibition, % at 10.4 µM; hit rate 0.14% among 360,000; Q92698; RAD54 Holliday junction branch migration, FAM/BHQ fluorescence;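 active means mean normalized replicate activity at least 40 and at least half of replicates scoring 40 or more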;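 further: 0% = median of neutral control wells and 100% = median of positive control wells; inhibitors cause a drop in the FAM fluorescence signal; in these data hits start at about 50%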
# E-sel inducer: induces E-selectin expression in human endothelial cells | P16581 | HUVEC E-selectin immunofluorescence imaging; normalized: neutral wells 0, TNF-alpha wells 100 | activation, % at 7.58 µM | hit rate 0.37% among 260,000 | AID 686992;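 active means mean E-selectin-positive cell signal at least 10% of the positive control, reached in at least 60% of replicates, without over 20% cell loss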;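 further: in these data hits start at about 27%; measured in HUVEC primary endothelial cells; signal is the percent of cells scored E-selectin positive by PE staining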
# Target sequence (P16581 whole entry, looked up): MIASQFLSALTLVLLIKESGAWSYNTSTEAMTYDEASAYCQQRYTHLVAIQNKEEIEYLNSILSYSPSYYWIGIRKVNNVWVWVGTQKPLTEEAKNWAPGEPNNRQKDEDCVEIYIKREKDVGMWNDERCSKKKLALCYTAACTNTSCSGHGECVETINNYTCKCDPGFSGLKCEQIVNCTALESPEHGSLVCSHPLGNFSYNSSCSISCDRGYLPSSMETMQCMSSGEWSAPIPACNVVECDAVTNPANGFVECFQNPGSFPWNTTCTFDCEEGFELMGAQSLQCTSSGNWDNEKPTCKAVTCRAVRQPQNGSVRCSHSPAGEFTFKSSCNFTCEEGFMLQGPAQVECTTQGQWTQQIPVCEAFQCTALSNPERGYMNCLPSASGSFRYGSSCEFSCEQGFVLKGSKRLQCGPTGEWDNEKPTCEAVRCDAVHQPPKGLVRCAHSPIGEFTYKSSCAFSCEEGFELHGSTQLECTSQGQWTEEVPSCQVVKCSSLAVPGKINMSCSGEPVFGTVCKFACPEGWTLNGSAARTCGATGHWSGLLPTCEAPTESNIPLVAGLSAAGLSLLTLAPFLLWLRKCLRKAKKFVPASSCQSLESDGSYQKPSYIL
#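 assay system = HUVEC, human umbilical vein endothelial cells | input = 3,000 HUVEC seeded per well | medium = EGM-2 growth medium on 0.1% gelatin-coated wells | dosing = one compound dose added by pin transfer | signal = immunofluorescence imaging | read-out basis = % PE-positive cells | control set = TNF-alpha, DMSO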
# RAD52 inh: RAD52 (human) annealing inhibition; recombinant RAD52 DNA annealing, FRET fluorescence; inhibition, % at 18.7 µM; hit rate 0.46% among 360,000; AID 651710;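 active means every replicate showing at least 50% inhibition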
# * hit, by the source's call; · = not tested or not shown.
SMILES,FN deposition inh,XiGFP reactiv,S100A4 MyoIIA,EWS-Fli inh,esBAF inh,RAD54 branch,E-sel inducer,RAD52 inh
COc1cc(OC)c(C2C=CC(=O)CC2)c(OC)c1 (stereo not given),-3,0.0,-4,6,·,·,1.2,-8
O=C(O)Cc1ccc2sc(-c3ccccc3)nc2c1,-5,-0.1,·,·,·,0,0.4,·
Cc1cc(C(C)(C)C)cc(C)c1COC(=O)CN1C(=O)NC2(CCCC2)C1=O,-6,-0.3,3,0,-2,-4,·,0
C[C@H](NC(=O)[C@H]1N2C(=O)c3ccccc3C2SC1(C)C)C(=O)N1CCN(C)CC1 (stereo not given in full),-4,0.1,-24,·,-3,-8,·,-12
O=S(=O)(c1cccs1)N1CCCCN2[C@H](CO)[C@@H](c3ccc(Br)cc3)[C@H]2C1,·,0.3,4,6,-8,3,0.6,-17
Cc1nn(-c2ccc(N3CCCCC3)nn2)c(C)c1CCC(=O)Nc1ccc(F)c(F)c1,5,0.0,2,-76,55*,3,·,0
Cc1ccc(CCNC(=O)CN(C)S(=O)(=O)c2cnc[nH]2)cc1,1,0.0,·,·,1,5,·,·
Fc1ccc(C(CCNCc2cccs2)c2ccco2)cc1 (stereo not given),-10,0.1,-8,-1,·,·,4.5,-11
O=C(C[C@@H]1C=C[C@@H](NC(=O)c2ccncc2)[C@H](CO)O1)Nc1ccc(-c2ccccc2)cc1,·,-0.6,-1,-3,6,-5,0.5,-9
Cn1c(=O)c2c(SCC(=O)Nc3ccc4c(c3)OCCO4)nc(CC(C)(C)C)nc2n(C)c1=O,-9,-0.3,-5,1,-4,6,-0.2,3
Fc1cc(Br)ccc1NC(=S)Nc1cccnc1,5,0.1,-2,-6,11,-8,2.5,-1
CCN(CC)S(=O)(=O)c1ccc2c(c1)N(CC(=O)Nc1cccnc1Cl)C(=O)CO2,·,0.1,-6,13,6,-2,·,4

# Already shown: entries from further up.
SMILES,FN deposition inh,XiGFP reactiv,S100A4 MyoIIA,EWS-Fli inh,esBAF inh,RAD54 branch,E-sel inducer,RAD52 inh
Cc1cc(C(C)(C)C)cc(C)c1COC(=O)CN1C(=O)NC2(CCCC2)C1=O,-6,-0.3,3,0,-2,-4,·,0
C[C@H](NC(=O)[C@H]1N2C(=O)c3ccccc3C2SC1(C)C)C(=O)N1CCN(C)CC1 (stereo not given in full),-4,0.1,-24,·,-3,-8,·,-12
O=S(=O)(c1cccs1)N1CCCCN2[C@H](CO)[C@@H](c3ccc(Br)cc3)[C@H]2C1,·,0.3,4,6,-8,3,0.6,-17
Cc1nn(-c2ccc(N3CCCCC3)nn2)c(C)c1CCC(=O)Nc1ccc(F)c(F)c1,5,0.0,2,-76,55*,3,·,0
Cc1ccc(CCNC(=O)CN(C)S(=O)(=O)c2cnc[nH]2)cc1,1,0.0,·,·,1,5,·,·
Fc1ccc(C(CCNCc2cccs2)c2ccco2)cc1 (stereo not given),-10,0.1,-8,-1,·,·,4.5,-11
O=C(C[C@@H]1C=C[C@@H](NC(=O)c2ccncc2)[C@H](CO)O1)Nc1ccc(-c2ccccc2)cc1,·,-0.6,-1,-3,6,-5,0.5,-9
Cn1c(=O)c2c(SCC(=O)Nc3ccc4c(c3)OCCO4)nc(CC(C)(C)C)nc2n(C)c1=O,-9,-0.3,-5,1,-4,6,-0.2,3
Fc1cc(Br)ccc1NC(=S)Nc1cccnc1,5,0.1,-2,-6,11,-8,2.5,-1
CCN(CC)S(=O)(=O)c1ccc2c(c1)N(CC(=O)Nc1cccnc1Cl)C(=O)CO2,·,0.1,-6,13,6,-2,·,4

# The listing continues:
SMILES,FN deposition inh,XiGFP reactiv,S100A4 MyoIIA,EWS-Fli inh,esBAF inh,RAD54 branch,E-sel inducer,RAD52 inh
Clc1ccc(-n2ncc3c(NCC4CCCO4)ncnc32)cc1 (stereo not given),5,0.1,3,14,-5,1,-0.2,-14
Nc1nnc(-c2cn(-c3ccccc3)nc2-c2ccc(Cl)cc2)o1,1,0.0,-3,2,·,·,6.3,-11
O=C(Cc1cccc(C(F)(F)F)c1)NCC(=O)Nc1cc(Cl)ccc1Cl,3,0.0,-1,-1,0,-2,0.0,3
COc1ccc(Cc2noc(CN3CCCC(OCc4ccccn4)C3)n2)cc1OC (stereo not given),·,0.0,10,10,·,·,·,4
CC(C)Oc1ccc2ccccc2c1CNC[C@H]1O[C@@H](n2ccc(=O)[nH]c2=O)[C@H](O)[C@@H]1O,-7,0.1,-6,-3,-4,-2,0.1,-7
CC(C)CCn1c(N2CCCC2)nc2c1c(=O)[nH]c(=O)n2C,10,0.0,23,11,-9,-5,·,6
C[C@@H]1CN([C@H](C)CO)C(=O)c2cc(NC(=O)c3ccncc3)ccc2O[C@@H]1CN(C)Cc1ccc(-c2ccccc2)cc1,4,0.0,8,25,-4,5,-34,-8
COCC(=O)N(C)C[C@H]1Oc2cc(-c3cncnc3)ccc2S(=O)(=O)N([C@@H](C)CO)C[C@H]1C,-2,-0.1,2,-11,1,-2,-0.2,-8
O=C(Cn1cnc2cc([N+](=O)[O-])ccc2c1=O)N(Cc1ccccc1)C1CCS(=O)(=O)C1 (stereo not given),1,0.2,3,-6,·,·,0.6,-18
CN(C)C(=O)C[C@H]1C=C[C@@H](NC(=O)NC2CCCC2)[C@@H](CO)O1,3,-0.6,-5,0,-2,0,1.6,-9
Cc1nn(-c2cccc(C(F)(F)F)c2)c(=O)c2noc(C)c12,-2,-0.2,-6,-6,·,·,·,-6
COc1cccc2cc(-c3nnc(SCC(=O)NCc4ccccc4)n3C)oc12,1,·,-4,·,-4,2,·,-8
CN(C)CCCNC(=O)C[C@H]1CC[C@@H](NS(=O)(=O)c2ccc(F)cc2)[C@H](CO)O1,·,0.3,1,-3,-1,2,-0.1,1
C[C@@H]1CN([C@@H](C)CO)C(=O)c2cc(/C=C/c3ccccc3)cnc2O[C@@H]1CN(C)C(=O)C1CCOCC1,·,0.6,-3,-9,0,-5,0.1,5
CC(C)c1ccc(Nc2nc(Cl)nc(NCCO)n2)cc1,4,0.3,0,-2,8,0,0.3,0
O=C(c1cccnc1)N1C[C@@H]2[C@H](c3ccccc31)[C@@H](CO)N2C(=O)C1CCCCC1,-2,0.0,3,1,-1,0,0.1,5
C/C=C/c1ccc([C@H]2[C@@H](CO)N(C(=O)NC3CCCCC3)[C@H]2C#N)cc1,-10,0.1,-2,0,0,-42,0.0,-15
CC(=O)c1cc2c(cc1NC(=O)CCC1CCCC1)OCO2,10,0.1,6,-6,·,·,·,-10
CC(C)NC(=O)N(C)C[C@H]1OCCCC[C@@H](C)Oc2ccc(NS(=O)(=O)c3cccs3)cc2C(=O)N([C@@H](C)CO)C[C@H]1C,0,0.3,9,2,-5,1,·,-3
COc1ccc(NC(=O)Nc2ccc3c(c2)[C@H]2C[C@@H](CC(=O)NCC4CC4)O[C@@H](CO)[C@H]2O3)cc1,-3,0.0,18,-3,-2,-10,0.3,-2
COc1ccccc1COC(=O)C(NC(=O)c1ccc(C)cc1)C(C)C (stereo not given),-10,0.0,-3,-3,-1,-10,0.5,-15
COCCCNC(=S)N1CCCN(c2nc3c(C)c(C)ccc3cc2C#N)CC1,2,-0.1,-4,-7,·,·,·,0
COc1cccc(NC(=O)N2CCc3ccccc3C2)c1,2,0.2,-12,-118,50*,12,3.4,-14
O=c1cc(CSc2ccc([N+](=O)[O-])cc2)nc2sccn12,2,0.1,4,-42,40,-1,·,-20
CN(CC1CCCO1)S(=O)(=O)c1ccc(C(=O)NCc2ccccc2)cc1 (stereo not given),·,0.1,2,4,·,·,·,0
O=C(CCN=C1NS(=O)(=O)c2ccccc21)NCc1ccccc1F,1,0.1,2,11,13,·,-0.2,-8
CC(=O)c1ccc(-c2cnc3c(NC=O)cc(-c4ccc(S(C)(=O)=O)cc4)cn23)cc1,·,0.0,-1,6,2,-7,·,-57
CCC(C)c1ccccc1O (stereo not given),·,·,-13,-4,3,0,·,-9
COc1cc(/C=C2/C(=O)NN(c3cccc(Cl)c3)C2=O)cc(Br)c1O,0,0.0,1,27,2,-11,·,-42
O=C(NNS(=O)(=O)c1ccc(F)cc1)C1CC(c2cccnc2)=NO1 (stereo not given),0,0.0,-2,3,2,·,·,-14
Cc1nnsc1C(=O)NNc1ccc(C(C)C)cc1,-3,0.0,-5,-41,27,·,0.0,-14
CC[C@]12C(=O)N(C)C[C@H]([C@@H]3C(=O)N(Cc4ccccc4)C(=O)[C@@H]31)N2C(=O)c1ccc(Br)cc1,3,0.0,0,4,-10,-21,0.2,2
N/C(=N\OS(=O)(=O)c1ccc(Cl)cc1)c1ccccn1,-1,0.0,0,-37,·,·,0.3,-12
COc1cc(OC)cc(C(=O)NC(C(=O)N2CCC2)C(C)C)c1 (stereo not given),1,-0.1,5,4,-4,3,-0.7,-13
CC(C)CCNC(=S)Nc1ccc([N+](=O)[O-])cc1,5,0.3,·,·,·,-4,-0.3,·
O=C(Nc1cnccn1)c1ccc(F)cc1Cl,-1,0.0,3,2,2,-6,·,-14
CCN(C(=O)CSc1nc2cc(S(=O)(=O)N(CC)CC)ccc2o1)C1CCS(=O)(=O)C1 (stereo not given),3,0.2,-2,·,·,7,-0.1,-18
O=C(C[C@@H]1CC[C@@H]2[C@H](COC[C@H](O)CN2CC2CCCC2)O1)NCC1CC1,-5,0.2,13,·,·,·,2.1,-16
C[C@@H]1CN([C@H](C)CO)S(=O)(=O)c2ccc(C#Cc3ccccc3F)cc2O[C@@H]1CN(C)C,4,-0.2,4,-1,-4,0,0.3,1
Cc1cc2nc3n(c2cc1C)CCCN3,-3,0.0,-1,-11,10,3,·,-10
CCOc1ccccc1-c1ccc(C(=O)NCc2ccc(Cl)cc2)o1,6,0.1,-4,-7,·,·,0.2,-11
Cc1ccc(C(=O)NCCCNC(=O)c2ccccc2C)cn1,5,0.0,-3,4,0,2,·,-13
COc1ccccc1S(=O)(=O)N[C@@H]1CC[C@H](CCNC(=O)C2CC2)O[C@H]1CO,-15,0.1,18,-5,-5,7,-0.6,8
C[C@H]1CCCCO[C@H](CN(C)S(=O)(=O)c2ccc(Cl)cc2)[C@@H](C)CN([C@@H](C)CO)C(=O)c2cc(NS(C)(=O)=O)ccc2O1,·,0.1,-20,11,-7,-3,0.0,-25
COC(=O)[C@]12CCCCC=C1N(Cc1cccc3ccccc13)C(=O)[C@H](CC(=O)NCC13CC4CC(CC(C4)C1)C3)C2,-4,-0.1,13,1,·,·,0.5,4
COc1ccc(-c2nc(CS(=O)(=O)CC(=O)NCc3cccc(Br)c3)c(C)o2)cc1,12,-0.1,-2,3,-5,0,0.2,-16
COc1ccc(CN(C)C(=O)c2ccc(Cl)c(S(=O)(=O)NCc3cccnc3)c2)cc1F,-11,0.4,8,1,8,-2,0.8,4

# Bioassay records: PubChem BioAssay, Broad Institute
